Compound activity (PubChem)
KOR beta-arrestin-1 = KOR agonists, beta-arrestin recruitment, primary screen, cell-based, luminescence, uHTS (AID 1777). Kappa-type opioid receptor (Homo sapiens). hit rate 0.02% among 280,000. KOR beta-arrestin recruitment, luminescence; higher % means a stronger effect. activation, % at 10 µM, or EC50 in µM where a hit was titrated; in the data active = activation above about 50%, passing the limit was not always enough; note: a part of the inactive calls stands beside numbers as strong as those of hits
KOR beta-arrestin-2 = KOR antagonists, beta-arrestin recruitment, cell-based, luminescence, uHTS (AID 1778). Kappa-type opioid receptor (Homo sapiens). KOR beta-arrestin recruitment, luminescence, antagonist mode; higher % means a stronger effect. hit rate 0.091% among 290,000. inhibition, % at 10 µM; hits with a dose series show IC50 in µM; note: strong numbers were not always called active
NOD2 inhibition = NOD2 signaling inhibitors, cell-based, luminescence, uHTS, HEK293 (AID 1566); HEK293 NOD2/NF-kB luciferase reporter, luminescence; higher % means a stronger effect; inhibition, % at 4 µM, or EC50 in µM where a hit was titrated; hit rate 0.63% among 290,000; note: many of its hits are not listed in these tables
TNAP activators = human TNAP enzyme activators, primary screen, biochemical, luminescent, no phosphate acceptor, uHTS (AID 1001) | Alkaline phosphatase, tissue-nonspecific isozyme (Homo sapiens) | hit rate 0.03% among 200,000 | one-dose activation fold at 20 µM; EC50 in µM for titrated hits | purified TNAP, luminescent activation assay, no phosphate acceptor; higher activation fold means a stronger effect; in the data active = activation fold from about 3, or a potency from the dose series; inactive = the rest, 99 in 100 with activation fold below about 1.6; note: many of its hits are not listed in these tables
NTR1 agonist = agonists of NTR1, primary screen, imaging, U2OS cells, beta-arrestin-GFP, high content (AID 493036) | hit rate 0.17% among 330,000 | Neurotensin receptor type 1 (Homo sapiens), P30989 | NTR1-U2OS beta-arrestin-GFP spot imaging, agonist mode | activation, % at 20 µM;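 active = activation at or above 40% of the spot to cytoplasm intensity ratio, with at least 20 cells analyzed; inconclusive = wells under 20 cells, flagged as cytotoxic or low count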;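 note: 0% = DMSO without peptide and 100% = 100 nM NTR1 peptide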
Target sequence (P30989 whole entry, looked up): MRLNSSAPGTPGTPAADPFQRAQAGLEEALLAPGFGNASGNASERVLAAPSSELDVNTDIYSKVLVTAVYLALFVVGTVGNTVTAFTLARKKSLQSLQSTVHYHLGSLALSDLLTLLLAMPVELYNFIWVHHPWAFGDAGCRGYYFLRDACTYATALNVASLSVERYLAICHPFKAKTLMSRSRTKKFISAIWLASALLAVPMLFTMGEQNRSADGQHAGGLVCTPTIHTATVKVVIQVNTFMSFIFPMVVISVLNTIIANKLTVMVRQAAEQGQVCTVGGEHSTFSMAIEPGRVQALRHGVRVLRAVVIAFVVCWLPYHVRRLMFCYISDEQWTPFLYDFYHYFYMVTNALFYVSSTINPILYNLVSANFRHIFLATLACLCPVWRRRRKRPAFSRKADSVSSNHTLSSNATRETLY
ER stress rescue = rescue of cells from ER stress-induced death, primary screen, 384-well, CSM14.1, thapsigargin, ATP luminescence (AID 1222); CSM14.1 thapsigargin-induced death rescue, ATP luminescence; higher % means a stronger effect; cellular ATP content (survival), % at 20 µM; hits with a dose series show EC50 in µM; 190,000 tested, under 10 active;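 active = EC50 below 50 µM in the dose-response confirmation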;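 note: death triggered by thapsigargin at about 15 µM added after 2 h compound pretreatment; cell ATP read after overnight thapsigargin exposure of roughly 18 to 22 hours; normalized against plate controls of thapsigargin alone and 5% DMSO vehicle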
GPR55 activation = GPR55 agonists via beta-arrestin recruitment, primary screen, imaging, U2OS cells, beta-arrestin-GFP redistribution (AID 1961). G-protein coupled receptor 55 (Homo sapiens). U2OS GPR55 beta-arrestin-GFP redistribution imaging; higher % means a stronger effect. one-dose activation, % at 10 µM; EC50 in µM for titrated hits. hit rate 0.048% among 290,000;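 active = activation above 40% with more than 50 cells counted in the well; inconclusive = wells holding fewer than 50 cells, flagged as toxic or sparse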;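 note: U2OS osteosarcoma cells stably expressing GPR55 and beta-arrestin-GFP; plate controls were DMSO negative control for no effect and LPI positive control for full effect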
NOD1 NF-kB reporter = NOD1 signaling inhibitors, primary screen, cell-based, luminescence, uHTS (AID 1578). NOD1-driven NF-kB luciferase reporter cells, luminescence; higher % means a stronger effect. inhibition, % at 4 µM; hits with a dose series show EC50 in µM. hit rate 1% among 290,000; in the data active = inhibition mostly above about 36%, no sharp cut-off; inactive = mostly below about 34%;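 note: HEK-293T reporter cells stimulated with the NOD1 agonist gamma-tri-DAP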
Yfh1-depleted yeast = enhancers of respiration in Yfh1-depleted yeast, dose response, Friedreich's ataxia, plus single-dose screen (AID 1465); S. cerevisiae Yfh1-off respiration, WST-1 reduction, 72 h; higher fold induction means a stronger effect; fold induction at 50 µM, or EC50 in µM where a hit was titrated; hit rate 0.074% among 220,000;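 active = fold induction of absorbance versus untreated yeast above a set limit, then at least 30% activation at any dose in follow-up; inconclusive = repeats straddling the limit, or above it without dose testing; inactive = fold induction below the set limit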;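 note: activators that raise dye reduction in frataxin-depleted yeast; strong numbers were not always called active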
NTR1 agonist cell count 20 µM = recorded beside NTR1 agonist, whose call it bears; cell count; measured here: cell count, cytotoxicity flag
* hit, by the source's call; i = inactive; ? = inconclusive; . = no result given; [ ] = another dose, or the depositor's remark. Cut-off read from the data, not from the text of the source, unless noted: active = inhibition above about 50%; inactive = the rest. A portion of the library; rates above refer to the full screens.

Results follow in this order: KOR beta-arrestin-1	KOR beta-arrestin-2	NOD2 inhibition	TNAP activators	NTR1 agonist	NTR1 agonist cell count 20 µM	ER stress rescue	GPR55 activation	NOD1 NF-kB reporter	Yfh1-depleted yeast
CCOC(=O)c1ccc(N2C(=O)c3n[nH]c(C)c3C2c2ccccn2)cc1 (configuration not stated)
  -10.0%	7.2%	11.0%	1.1	-0.7	102	-0.7%	-0.2%	-0.9%	i
Cc1nc2sc(-c3ccccc3)cc2c(=O)n1-n1cccc1
  -5.1%	15.2%	-95.3%	0.9	2.0	35	-2.2%	-0.2%	-57.3%	i
Cc1ccc(NC(=O)c2ccc(Cn3cc(Cl)cn3)o2)c(C)c1
  14.1%	-30.2%	11.8%	.	-0.1	64	.	-0.1%	-10.9%	.
Cc1ccc(-n2ncc3c2CC(C)(C)CC3NC(=O)CCN2CCCO2)cc1 (configuration not stated)
  11.0%	-3.4%	6.4%	.	-0.6	63	.	-0.1%	-20.2%	.
O=C1c2ccccc2-c2onc3ccc(NCc4ccco4)c1c23
  -1.2%	10.0%	-12.3%	0.9	0.1	46	0.9%	12.4%	-9.9%	i
COc1ccc(CCNC(=O)C2CCN(S(=O)(=O)c3cccs3)CC2)cc1OC
  0.9%	5.8%	-62.7%	1	-0.8	40	1.9%	0.1%	-41.8%	i
Cc1ccc(-c2cc(C(=O)NCCCN3CCOCC3)c3ccccc3n2)cc1C
  -1.6%	-6.1%	3.2%	.	0.9	47	.	-0.2%	-18.1%	.
S=c1[nH]cc(-c2ccccc2)[nH]1
  .	-10.2%	-44.7%	.	0.0	61	.	-1.9%	4.0%	i
COc1ccc(C2=NS(=O)(=O)N(C)C(C(=O)Nc3ccc(F)cc3F)=C2)cc1
  -0.5%	-9.7%[20 µM]	20.6%	.	4.3	60	.	1.3%	13.0%	.
O=C(NNc1cccc(Cl)n1)Nc1cccc(C(F)(F)F)c1
  -2.8%	6.3%	12.3%	1.1	2.4	94	-1.1%	0.7%	-33.0%	i
COc1ccccc1NC(=O)c1cc(-c2ccc(OC)c(OC)c2)nc2ccccc12
  3.9%	-21.8%	8.1%	.	6.4	94	.	-0.1%	-6.1%	.
CCCCN(C)C(=O)Cn1cnc2sc(C)c(S(=O)(=O)N3CCN(c4ccccc4OC)CC3)c2c1=O
  5.4%	-33.0%	2.9%	.	1.0	42	.	-0.1%	12.5%	.
COc1ccc(-c2nn(-c3ccccc3)cc2C(=O)Nc2ccc(C(=O)O)cc2)cc1
  -0.1%	-28.8%	6.1%	.	0.8	59	.	0.0%	5.4%	.
COCC(C)NC(=O)c1ccc(CN2CCc3ccccc3C2)cc1 (configuration not stated)
  -3.2%	-16.0%[20 µM]	0.1%	1	-2.0	69	0.7%	-0.1%	-10.2%	i
CCN(CC)S(=O)(=O)c1ccc(OC)c(NC(=S)Nc2cccc(C)c2)c1
  0.5%	-12.0%	2.1%	1.2	-1.6	47	-2.1%	0.2%	-21.1%	i
O=C(Nc1ccccc1F)c1ccc(OCc2ccccc2)cc1
  0.9%	.	-42.7%	1.1	-1.0	38	23.1%	0.8%	-71.9%	i
CC1=C(C(=O)O)N2C(=O)[C@@H](NC(=O)[C@H](N)c3ccccc3)[C@H]2SC1
  -2.5%	-3.0%	3.9%	1.6	.	.	-1.3%	-0.5%	-5.2%	.
CC(C)CC(=O)N1CCC(N(CCc2ccccc2)Cc2ccccc2)CC1
  -3.2%	18.4%	9.9%	.	2.3	55	.	0.0%	7.3%	.
COc1ccc(NC(=O)/C(C#N)=C/c2ccc(-c3ccc(Cl)c(C(=O)O)c3)o2)cc1
  5.4%	-28.5%	-27.3%	.	-1.8	61	.	-0.2%	60.0%	.
CCCN(CCC)c1nc2ccccc2n2c(C)nnc12
  -2.6%	25.5%	8.4%	1	8.9	79	.	-0.1%	-13.0%	i
Cc1cc(C)nc(SCC(=O)N2CCC(C(N)=O)CC2)n1
  -3.9%	30.2%	-2.2%	1.1	0.3	50	-1.9%	-0.1%	-20.1%	i
Cc1nc([N+](=O)[O-])c(Br)n1Cc1ccccc1
  2.9%	-23.0%	.	.	3.4	41	.	0.4%	.	i
Cc1cc(C)c(NC(=O)CN2C(=O)NC3(CCCCC3)C2=O)c(C)c1
  11.2%	-6.2%	17.4%	1.1	1.2	72	-0.9%	0.1%	3.6%	i
O=S(=O)(c1ccccc1)c1cnn(-c2ccccc2)c1-c1ccc(F)cc1
  -3.3%	10.5%	13.9%	1.1	3.3	83	0.6%	-0.2%	2.3%	i
CCOC(=O)C1(C)C=C(Nc2ccc(NC(C)=O)cc2)C(=O)N1c1ccc(NC(C)=O)cc1 (configuration not stated)
  -1.0%	19.7%	13.7%	.	-0.6	37	.	-0.1%	-1.9%	i
COc1cc(C(=O)Nc2ccc(NC(=O)C3CC3)nc2)cc(OC)c1OC
  -5.4%	19.9%	9.1%	1.1	-5.4	87	0.8%	-0.2%	-18.4%	i
COc1cc(Cl)ccc1OCc1cc(C(=O)NCC(C)(C)N2CCOCC2)no1
  2.8%	-20.0%	-1.1%	.	-0.5	59	.	-0.2%	-20.8%	.
N#Cc1c(NC(=O)c2ccc(-c3ccccc3[N+](=O)[O-])o2)sc2c1CCCC2
  4.5%	-44.9%	5.1%	0.9	1.6	102	-3.1%	-0.1%	12.4%	i
CSc1nc2cc(Cl)ccc2s1
  -5.0%	6.7%	1.4%	1	-0.8	81	-2.1%	0.3%	-7.3%	i
CC(C)CNc1cc(Cl)c(S(=O)(=O)NCC(C)C)cc1C(=O)O
  -3.6%	10.8%	25.1%	1.1	0.0	53	3.4%	0.5%	10.1%	i
CCCOC(=O)c1c(NC(=O)/C=C/c2cnn(C)c2C)sc(C(=O)OC)c1C
  1.9%	-17.7%	38.7%	1.1	2.1	72	-0.2%	0.0%	-11.1%	i
O=C(CCl)NN=C(c1ccccc1)c1ccccc1
  -2.7%	-13.2%	13.6%	1.1	4.4	45	-2.5%	-0.7%	18.4%	i
Cc1cccc2cc(COC(=O)COc3ccccc3)c(=O)[nH]c12
  -8.8%	-19.8%	10.3%	1	1.2	35	0.0%	-0.2%	-5.3%	i
CC(=O)NCCNC(=O)CCNC(=O)c1ccc(Cl)cc1
  -9.4%	-3.3%	11.9%	1.1	-0.5	52	-3.4%	0.3%	1.4%	i
CNC(=S)Nc1cc(S(=O)(=O)Nc2cc(Cl)ccc2Cl)ccc1N1CCCC1
  -1.1%	24.7%	16.0%	.	-1.6	81	.	-0.1%	2.1%	.
CCCCOC(=O)Nc1nnc(CCc2ccccc2)s1
  -6.7%	15.5%	2.2%	1.3	2.1	43	-5.3%	-0.1%	0.0%	i
CN(C)C(=O)c1cc(C(=O)c2ccc(Cl)cc2Cl)c[nH]1
  -1.0%	13.3%	10.6%	.	2.2	87	.	0.0%	-4.2%	.
CCCCNC(=O)N1CCN(c2ccnc3cc(Cl)ccc23)CC1
  0.5%	-2.4%	-1.0%	.	-0.1	75	.	-0.1%	-15.8%	.
CN1CCN(c2nc3c(c(=O)n(C)c(=O)n3C)n2Cc2ccccc2F)CC1
  6.5%	-10.1%	10.2%	.	0.3	51	.	-0.1%	-20.6%	.
CC1(C)CC(=O)C(N=Nc2ccc3ncsc3c2)=C(O)C1
  0.5%	-45.2%	-14.3%	1	-1.9	74	-0.6%	-0.2%	-16.0%	i
O=C(Nc1ncnc2sc3c(c12)CCC3)c1ccco1
  -3.7%	-67.6%	6.1%	1	1.3	47	.	-0.1%	1.2%	i
CCOP(=O)(c1ccccc1)c1nc(-c2ccccc2Cl)oc1N1CCCCC1 (configuration not stated)
  -0.1%	-22.4%	18.0%	1	7.5	73	-1.7%	-0.3%	22.8%	i
COc1ccc2c(c1)c(CC(=O)Nc1ccc(C(C)=O)cc1)c(C)n2C(=O)c1ccc(Cl)cc1
  0.9%	11.3%	20.9%	1	-1.6	42	0.1%	0.1%	-2.0%	i
CC(c1ccccc1)c1nnc(NC(=O)c2ccc3c(c2)OCO3)s1 (configuration not stated)
  48.1%	8.2%	-34.2%	.	-0.2	52	.	-0.1%	5.6%	i
CC(=O)NC1(c2nnnn2CCOC(=O)Nc2ccc(Cl)cc2)CCCC1
  -3.3%	-2.3%	4.1%	1	1.8	44	-2.8%	0.7%	15.2%	i
Cc1cccc(NC(=O)N(Cc2cc3cc(C)cc(C)c3[nH]c2=O)CC2COCCO2)c1 (configuration not stated)
  -5.5%	11.8%	7.0%	1.1	0.5	60	7.5%	-0.2%	1.9%	i
CCCc1cc(-c2nc(-c3ccc(Cl)cc3)cs2)ccn1
  -3.2%	2.1%	-8.5%	1	3.3	86	-2.3%	0.3%	-5.8%	i
COc1ccc(C(=O)Nc2ccc(S(=O)(=O)NC(C)=O)cc2)cc1
  4.2%	12.3%	-0.1%	1	0.4	84	.	-0.1%	-20.6%	i
CCCS(=O)(=O)c1nc(S(=O)(=O)c2ccc(C)cc2)c(N2CCN(CCO)CC2)s1
  1.7%	30.9%	2.4%	.	-0.8	64	.	-0.1%	0.0%	.
CN(CC(=O)Nc1ccc(Cl)c(S(=O)(=O)N(C)C)c1)Cc1ccccc1
  5.1%	-50.5%	-23.5%	.	-1.9	41	.	0.3%	-64.1%	.

Next section
Results follow in this order: KOR beta-arrestin-1	KOR beta-arrestin-2	NOD2 inhibition	TNAP activators	NTR1 agonist	NTR1 agonist cell count 20 µM	ER stress rescue	GPR55 activation	NOD1 NF-kB reporter	Yfh1-depleted yeast
COc1ccc(C(=O)NCC(=O)OCC(=O)Nc2cc([N+](=O)[O-])ccc2F)cc1
  2.1%	17.5%	0.0%	1.1	0.5	52	-0.8%	-0.5%	-38.8%	i
CSC1=NC(C)(C)CC2(C)Nc3ccccc3N12 (configuration not stated)
  -0.6%	-30.8%	-4.3%	1.1	2.0	71	5.6%	0.1%	-35.2%	i
COc1cc(OC)c(OC)cc1NC(=O)CC1COc2ccccc2O1 (configuration not stated)
  -2.2%	9.4%	14.0%	1.1	-4.2	89	-0.6%	?	-4.9%	i
O=C(NCc1ccc(Cl)cc1)c1ccc(N2CCCC2=O)cc1
  -1.5%	-32.1%	0.1%	1.2	-0.6	49	-0.6%	0.7%	-13.0%	i
O=C(NCCCn1ccnc1)c1ccc(OCC(F)(F)F)cc1
  -13.5%	25.8%	-1.7%	.	0.7	86	.	0.3%	-8.8%	.
